# MBNL1 CUG block = blocks human MBNL1 binding to CUG repeat RNA | AID 2675 | 280,000 compounds, 0.036% hits | Potency, µM (series often up to 57.5 µM), for the others: top-dose activity change, negative = inhibition, actives largely listed as inhibitors | Q9NR56 | TR-FRET MBNL1-His/biotin-(CUG)12 binding, 665/545 ratio; active means well fitted inhibition curve with a large enough effect in the signal ratio, with a control signal flat, not every such curve was filed as active; inconclusive means small, poorly fitted or top-dose-only effect, or effect the other way, or a change in a side signal; inactive means no such curve, though single readings can be large or run the other way; the % refers to the signal ratio; further: potency means the concentration at half of the fitted maximal effect; on the % scale 0 is the no-effect control and ±100 the full control effect
#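 TR-FRET readout: Ex 340 nm, 665/545 nm emission ratio, normalized to buffer-only (basal) and MBNL1-(CUG)12 controls. Complex of MBNL1-His with Biotin-(CUG)12, compounds 92 nM–58 uM, incubated 60 min at room temperature.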
# Menin-MLL TR inh = inhibitors of human menin-MLL interaction, mutant MLL peptide. O00255. Potency, µM (titrated, usually from 61.6 µM), without a hit: top-dose FP activity change, negative = inhibition, usual class: inhibitors. Menin + Texas Red MLL mutant peptide, fluorescence polarization. AID 1768. 270,000 compounds, 0.23% hits; active means well fitted inhibition curve with a large enough effect in the polarisation, with a control signal flat, not every such curve was filed as active; inconclusive means small, poorly fitted or top-dose-only effect, or effect the other way, or a change in a side signal; inactive means no such curve, though single readings can be large or run the other way; the % refers to the polarisation; further: potency means the concentration at half of the fitted maximal effect; % of control where 0% means no effect; many of its hits are not listed in these tables
# Mito fusion act = mitochondrial division inhibition or fusion activation; S. cerevisiae fusion-defective mutant growth rescue, CellTiterGlo 48 h; Potency, µM (series often up to 46.1 µM), without a hit: at the top dose growth rescue (activation), usual class: activators; 320,000 compounds, 0.23% hits; AID 485298;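 further: potency means the concentration at half of the fitted maximal effect; % of control where 0% means no effect; nearly all actives have a fitted effect of over 45% in size; temperature-sensitive fusion mutants such as fzo1-1 at 37 °C on non-fermentable ethanol glycerol medium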
#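 Yeast fusion mutant, YPEG (non-fermentable carbon), compound, 48 h at 37C non-permissive; CellTiterGlo added, 10 min RT, luminescence read. Rescued growth = division inhibition.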
# TSHR antag = human thyrotropin receptor antagonism | P16473 | TSHR-expressing cells, TSH-stimulated cAMP HTRF, 2 h; hits give low values | 330,000 compounds, 0.2% hits | activity change, negative = inhibition, % at 11.5 µM;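 active means activity change below a set negative limit, meaning inhibition stronger than a set level, cut at about -70% in these data; inconclusive means activity change between two set negative limits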; further: on the % scale 0 is the no-effect control and ±100 the full control effect
#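 TSHR-expressing cells were treated with compounds, then stimulated with TSH at EC80 (4nM final) for 2 hours at 37 deg C. Cellular cAMP was measured by HTRF competition between lysate cAMP and cAMP-d2 for a cryptate-labelled anti-cAMP antibody.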
# GALK inh = galactokinase (human) inhibition; Potency, µM (highest dose often 57.5 µM), for the others: at the top dose activity change, negative = inhibition, actives largely listed as inhibitors; P51570; 270,000 compounds, 0.007% hits; Purified GALK, Kinase-Glo residual ATP luminescence; AID 1868; further: potency means the concentration at half of the fitted maximal effect; on the % scale 0 is the no-effect control and ±100 the full control effect
#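 Compounds were pin-transferred into ATP buffer (35 uM final), then GALK plus galactose (5 nM, 100 uM final) was added. After 1 h at room temperature, Kinase-Glo Plus was added and luminescence read after 10 min.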
# USP2a inh = inhibitors of human ubiquitin-specific protease USP2a. USP2 core, Ub-CHOP2 coupled fluorogenic reporter, 485/531. Potency, µM (series often up to 38.3 µM), for the others: at the top dose activity change, negative = inhibition, actives largely listed as inhibitors. 330,000 compounds, 0.01% hits;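 further: potency means the concentration at half of the fitted maximal effect; plate controls were DMSO wells for no effect and full inhibition by NEM control for full effect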
#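 USP2 core (10nM final) preincubated 30min RT with compound in 20mM Tris-HCl pH 8.0, 2mM CaCl2, 2mM beta-mercaptoethanol, 0.05% CHAPS; 25nM Ub-CHOP2 plus 25nM reporter substrate added, fluorescence (Ex485/Em531) read after 60min.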
# hERG WT inh = KCNH2 (human, wildtype) channel inhibition; activity change, % at 1.84 µM; Q12809; U2OS, BacMam KCNH2, thallium flux FluxOr; hits give low values; AID 720551; 340,000 compounds, 0.37% hits;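 active means maximum activity change below -70%; inconclusive means maximum activity change between -70% and -50%; inactive means maximum activity change above -50%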; further: on the % scale 0 is the no-effect control and ±100 the full control effect
#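 U2OS cells were transduced with wild-type KCNH2 virus (2.03 x 10^8 / mL) for 4 h at room temperature, then cultured overnight at 37 C. Thallium flux was read with FluxOr dye. Rate constants were normalized to DMSO controls.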
# Chronic BCR inh = blocks chronic active B-cell receptor signaling; ABC-DLBCL IkBa-CBG/CBR reporter, luminescence ratio, 4 h; Potency, µM (titrated, usually from 46.1 µM), without a hit: at the highest dose ratio change, negative = lower green/red ratio, most hits filed as inhibitors; 340,000 compounds, 0.05% hits; active means well fitted inhibition curve with a large enough effect in the signal ratio, with a control signal flat, not every such curve was filed as active; inconclusive means small, poorly fitted or top-dose-only effect, or effect the other way, or a change in a side signal; the % refers to the signal ratio;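 further: potency means the concentration at half of the fitted maximal effect; plate controls were basal doxycycline-induced cells for no effect and cells given 10 µM MG132 for full effect; MG132 reads +100%, hits lower the ratio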
#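 TMD8 human ABC-DLBCL cells with doxycycline-inducible IκBα–green luciferase fusion and unfused red luciferase, in 0.5% FBS medium; compounds up to 46 uM, 4 h at 37C. Green/red luminescence ratio, filter-overlap corrected, fitted to concentration-response curves.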
# S-ASM inh = blocks human secretory acid sphingomyelinase; Potency, µM (doses to about 57.5 µM), for the others: at the highest dose activity change, negative = inhibition, most hits filed as inhibitors; placental ASM, HMU-PC fluorogenic substrate, 60 min; 340,000 compounds, 0.006% hits; further: potency means the concentration at half of the fitted maximal effect
# Target sequence (P17405 47-631 limits assumed): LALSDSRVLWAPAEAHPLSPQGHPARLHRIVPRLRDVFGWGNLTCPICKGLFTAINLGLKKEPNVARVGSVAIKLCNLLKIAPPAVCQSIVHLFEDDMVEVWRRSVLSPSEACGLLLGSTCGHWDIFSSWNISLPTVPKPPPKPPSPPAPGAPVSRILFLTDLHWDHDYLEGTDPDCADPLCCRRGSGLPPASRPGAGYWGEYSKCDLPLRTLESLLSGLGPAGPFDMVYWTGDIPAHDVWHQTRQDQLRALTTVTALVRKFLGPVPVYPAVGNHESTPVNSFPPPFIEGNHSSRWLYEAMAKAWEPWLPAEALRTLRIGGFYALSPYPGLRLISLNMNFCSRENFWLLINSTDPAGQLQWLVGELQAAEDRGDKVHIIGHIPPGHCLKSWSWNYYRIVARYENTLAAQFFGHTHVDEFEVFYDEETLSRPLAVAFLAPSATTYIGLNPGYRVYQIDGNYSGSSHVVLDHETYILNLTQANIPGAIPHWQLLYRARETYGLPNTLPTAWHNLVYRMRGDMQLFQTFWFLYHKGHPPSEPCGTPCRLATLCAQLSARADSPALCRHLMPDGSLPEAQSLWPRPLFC
#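 Human placenta-derived ASM enzyme was preincubated with compound for 10 minutes at room temperature, then given fluorogenic substrate HMU-PC0 (9 uM final) for 60 minutes at 37 °C; a pH 10 stop preceded fluorescence reading at Ex 386/Em 447 nm.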
# Eya2 phos inh = blocks the phosphatase activity of human Eya2; Potency, µM (highest dose often 76.9 µM), for the others: at the highest dose activity, negative = inhibition, most hits filed as inhibitors; 330,000 compounds, 0.006% hits; recombinant Eya2, OMFP fluorescence dephosphorylation (OMFP is methylfluorescein phosphate); further: potency means the concentration at half of the fitted maximal effect; on the % scale 0 is the no-effect control and ±100 the full control effect
# Target sequence (O00167 whole entry, looked up): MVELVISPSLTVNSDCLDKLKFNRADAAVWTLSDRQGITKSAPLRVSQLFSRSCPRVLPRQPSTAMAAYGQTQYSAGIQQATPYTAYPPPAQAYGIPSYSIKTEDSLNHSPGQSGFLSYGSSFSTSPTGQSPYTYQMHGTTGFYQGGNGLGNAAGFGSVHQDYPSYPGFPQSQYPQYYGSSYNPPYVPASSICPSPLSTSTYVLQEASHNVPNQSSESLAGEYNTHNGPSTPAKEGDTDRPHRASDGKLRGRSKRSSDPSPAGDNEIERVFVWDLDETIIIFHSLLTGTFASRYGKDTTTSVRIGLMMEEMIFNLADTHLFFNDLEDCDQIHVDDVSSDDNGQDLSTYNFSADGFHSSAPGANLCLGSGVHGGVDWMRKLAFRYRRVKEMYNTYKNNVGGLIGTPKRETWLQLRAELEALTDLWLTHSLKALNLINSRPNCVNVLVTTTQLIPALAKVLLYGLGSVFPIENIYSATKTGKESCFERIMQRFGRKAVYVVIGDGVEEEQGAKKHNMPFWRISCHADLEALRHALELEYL
#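 Eya2 (0.2 uM) preincubated 10 min at ambient with compound, then OMFP substrate added at 50 uM; 10 min reaction in 50 mM HEPES pH 7.5, 50 mM NaCl, 5 uM MgCl2, 0.05% BSA, 1 mM DTT. Fluorescence read at Ex 485/Em 525 nm.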
# PKM2 act = increases activity of human pyruvate kinase M2; P14618; purified PKM2, Kinase-Glo ATP luminescence, activation; response scale: 0% is enzyme alone, no compound; Potency, µM (titrated, usually from 57.5 µM), for inactives: top-dose activation, most hits filed as activators; 260,000 compounds, 0.34% hits; AID 1631; further: potency means the concentration at half of the fitted maximal effect; on the % scale 0 is the no-effect control and ±100 the full control effect; nearly all actives have a fitted effect of over 55% in size
#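 Kinase-Glo luminescence reports ATP generated from ADP (0.1 mM) and PEP (0.5 mM) by purified hPK-M2 after 1 h at room temperature, pH 7.2 imidazole buffer; intermediate enzyme activity allows detecting inhibitors and activators.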
# An asterisk follows results filed as active; u = inconclusive; x = no result given; & = joins results of further samples; [ ] = dose if it differs, or a comment. Unless noted, the call rests on the fitted dose curve; in most records, active means well fitted curve in the direction sought with a large enough effect; inconclusive means small, poorly fitted or top-dose-only effect, or another doubt; inactive means no such curve, though single readings can be large; an effect the other way counts as inactive or inconclusive.
SMILES,MBNL1 CUG block,Menin-MLL TR inh,Mito fusion act,TSHR antag,GALK inh,USP2a inh,hERG WT inh,Chronic BCR inh,S-ASM inh,Eya2 phos inh,PKM2 act
CC1CCCCC1NC(=O)CN(C)S(=O)(=O)c1ccc2c(c1)CCC(=O)N2 (stereo not drawn),2%,x,-1%,1,0%,4%,5,1%,2%,-4%,x
O=C(NCCN1CCCCC1)c1cc2ccccc2[nH]1,-8%,3%,-2%,0,2%,3%,22,0%,1%,20%,-1%
CSC1=N/C(=C\c2ccc(C)s2)C(=O)S1,x,5%,4%,0,-2%,1%,-4,u,-9%,-4%,-3%
Cc1noc(C)c1NC(=O)N(C)C[C@@H]1Oc2ccc(NC(=O)CCC(F)(F)F)cc2CC(=O)N([C@@H](C)CO)C[C@@H]1C,x,x,x,-3,x,-9%,-14,0%,-3%,0%,x
Cc1cccnc1NC(=O)CCC(=O)c1cccs1,x,x,-4%,18,x,3%,-6,0%,4%,16%,x
CCN(CC)C(=S)SCC(=O)Nc1ncc2c(n1)CC(C)(C)CC2=O,1%,x,-4%,-11,1%,-1%,-5,0%,3%,17%,-4%
Cc1ccc2c(c1)/C(=N/OC(=O)c1ccc(F)cc1)CCS2,2%,u,2%,-4,-2%,0%,-12,4%,-4%,2%,0%
COc1ccc(C(=O)CSc2n[nH]c(-c3ccco3)n2)cc1,-2%,3%,3%,-12,2%,0%,0,-1%,-2%,-1%,3%
N#Cc1c(C(F)(F)F)cc(-c2ccccc2)nc1SCC(=O)N1CCOCC1,1%,-7%,2%,-2,0%,0%,-4,-2%,2%,-20%,-20%
CCC(=O)Nc1sccc1C(=O)OC,-8%,1%,-6%,-7,4%,2%,-1,-1%,-3%,6%,-4%
Nc1nc(NCC2CCCO2)nc(NCC2CCCO2)c1[N+](=O)[O-] (stereo not drawn),-4%,0%,-6%,-2,-3%,0%,-4,2%,1%,-13%,0%
Brc1ccc(CSc2nnc(-c3cnccn3)n2Cc2ccco2)cc1,u,-1%,15%,-3,-3%,-1%,6,u,0%,-21%,-1%
CCN(C(=O)CSc1nc(-c2ccccc2)c(-c2ccccc2)[nH]1)C1CCS(=O)(=O)C1 (stereo not drawn),0%,0%,-1%,7,-1%,6%,0,-1%,50%[activator],16%,1%
Cc1noc(NS(=O)(=O)c2ccc(NS(=O)(=O)c3ccc(Cl)cc3)cc2)c1C,x,x,x,3,x,1%,-8,2%,5%,14%,x
CCc1ccc(NC(=O)CN(c2cccc(C)c2)S(C)(=O)=O)cc1,-9%,5%,1%,0,-1%,4%,-6,1%,-7%,-38%,1%
CC(Oc1ccc(-c2ccccc2)cc1)C(=O)N1CCOCC1 (stereo not drawn),7%,-23%,1%,-8,-1%,0%,-9,-4%,-5%,-5%,0%
Cn1cccc1-c1nc2ccccc2n1C,3%,8%,3%,-1,0%,-6%,-11,18%,-3%,1%,5%
Cc1cccc(C)c1NC(=O)CN(C)CC(=O)Nc1ccc(F)c(Cl)c1,-1%,8%,2%,-3,-2%,1%,-14,-13%,4%,5%,-5%
ONc1cccnc1-n1nc(C(F)(F)F)cc1C(F)(F)F,29%,u,-1%,-7,-3%,3%,x,u,x,11%,6%
CCCc1c(C(=O)N/N=C(/C)c2ccncc2)nnn1-c1nonc1N,0%,1%,3%,4,x,2%,1,-1%,7%,-22%,x
CCN(CC)Cc1c(C(=O)N/N=C/c2ccccn2)nnn1-c1nonc1N,7%,x,2%,9,-2%,-4%,9,4%,-17%,-1%,x
COc1cc(OC)cc(-c2nnc(NC(=O)CCS(=O)(=O)c3ccc(C)cc3)o2)c1,x,x,2%,12,x,-1%,-3,-5%,-3%,-1%,x
O=C(C1CC(=O)N(c2ccc(Cl)cc2)C1)N1CCCCCC1 (stereo not drawn),-8%,-21%,13%,12,-2%,2%,7,12%,-1%,4%,-1%
Cc1cc(C)cc(OCCn2ccnc2)c1,-4%,0%,-12%,-10,-2%,2%,3,-7%,4%,-1%,0%
CCOC(=O)Cn1cnc2c(nnn2-c2ccccc2)c1=O,-5%,-1%,-3%,-12,x,3%,-3,0%,1%,10%,0%
COC(=O)c1[nH]c2cccc(C)c2c1NC(=O)CN1CCN(C(=O)c2ccco2)CC1,21%,-20%,1%,13,8%,2%,0,-8%,2%,12%,22%
Cc1ccc(OCC(=O)Nc2ccc(N(C)C)cc2)cc1,4%,-7%,-8%,-14,2%,4%,-5,1%,-2%,-5%,1%
O=C(Oc1ccc(-c2nnco2)cc1)c1ccco1,x,x,-1%,18,x,2%,-9,-11%,-3%,-4%,x
CCOC(=O)N1CCN(C(=O)CC(C)S(=O)(=O)c2cc3c(cc2C)NC(=O)CO3)CC1 (stereo not drawn),-2%,x,3%,18,3%,2%,-8,-3%,2%,3%,x
COc1ccc(/C=C/C(=O)NCCc2ccc(S(N)(=O)=O)cc2)cc1,14%,-4%,3%,24,2%,0%,u,0%,2%,4%,-3%
COC(=O)c1ccc(C23CC4(C2)[C@H](CN(C)[C@@H]4c2ccccc2)C3c2ccc(C(F)(F)F)cc2)cc1 (stereo partly drawn),-2%,0%,-70%[inhibitor],38,4%,0%,-10,1%,u,u,-11%&-4%
COc1ccc(-n2c(SCC(=O)NNC(=O)c3ccc(C)cc3)nnc2-c2ccncc2)cc1,x,11%,-4%,0,2%,4%,32,-5%,0%,-5%,20%
O=C(Nc1ccc(N2CCOCC2)nc1)c1ccc(C(F)(F)F)cc1,-3%,-8%,1%,-4,1%,3%,4,u,-1%,3%,-1%
CCCOC(=O)CSC1=C(C#N)C(c2ccccc2OCC)C(C#N)C(=O)N1 (stereo not drawn),-1%,14%,0%,-13,-1%,-1%,-13,0%,4%,-2%,0%
CCN(CC)CCNC(=O)c1ccc(Cl)c(S(=O)(=O)Nc2ccccc2OC)c1,3%,-17%,1%,-5,3%,-1%,22,-7%,2%,-25%,-1%
O=C1CCCc2c1cc(C(=O)NCCCN1CCOCC1)c(=O)n2-c1ccc(Cl)cc1,9%,4%,-7%,-1,-2%,2%,19,-5%,0%,-2%,-3%
Cc1nc(C)c(C(=O)N(c2ccccc2F)C(C(=O)NCC2CCCO2)c2ccccc2)s1 (stereo not drawn),-1%,-2%,-5%,-2,-2%,2%,-6,-2%,-5%,-5%,0%
O=S(=O)(c1ccc(NCc2ccc(F)cc2)nc1)N1CCCC1,-2%,11%,2%,-5,2%,1%,12,0%,-1%,10%,3%
C/C(=C\c1ccccc1F)C(=O)c1c(C)cc(C)[nH]c1=O,-9%,-21%,0%,8,-1%,-2%,-2,-2%,6%,7%,x
CCOC(=O)C(Cc1c[nH]c2ccccc12)NC(=O)c1ccccc1Br (stereo not drawn),-6%,11%,-6%,6,0%,1%,-6,0%,-2%,-4%,-6%
Cc1cccc2sc(NNC(=O)C3COc4ccccc4O3)nc12 (stereo not drawn),-8%,0%,-3%,7,x,2%,-2,-4%,5%,-5%,-4%
O=C(CSc1ncc(-c2ccccc2)nn1)NCc1ccco1,u,9%,0%,3,1%,1%,-4,0%,-3%,-18%,14%
Cn1c(=O)c2c(ncn2CC(O)CNc2ccc(F)cc2)n(C)c1=O (stereo not drawn),-11%,x,-3%,2,2%,-2%,-5,-14%,3%,-6%,-6%
CCOC(=O)C1CCCN(c2c(NCCc3ccccc3)c(=O)c2=O)C1 (stereo not drawn),-1%,x,2%,-6,10%,0%,-3,10%,5%,-27%,1%
Cc1cnc(NC(=O)c2ccc3c(c2)OCCO3)s1,x,x,-6%,25,x,1%,3,u,32%[activator],8%,x
Cc1c(Cl)cccc1NC(=O)CNc1cccc(S(=O)(=O)N(C)C)c1,-3%,15%,-1%,10,-3%,0%,-1,2%,-4%,1%,0%

# Screening results (PubChem BioAssay)

# This is a subset (hit frequency here may not be typical).
